Assay outcomes as filed in PubChem.
CF NFkB block = inhibitors of PAF-induced NF-kB signaling, primary screen, cell-based, GFP fluorescence, uHTS | KKLEB NF-kB-GFP reporter, GFP fluorescence overnight | inhibition, % at 5 µM | 360,000 compounds, 0.86% hits | AID 588850, 2011;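 active means at least 50% inhibition at 5 µM, scaled per plate between neutral and stimulator controls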;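 further: PAF is a Pseudomonas aeruginosa culture filtrate used as stimulus; plate controls were PAF-stimulated DMSO wells for no effect and unstimulated DMSO wells for full effect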
KKLEB tox = cytotoxicity in KKLEB CF airway cells, primary screen, cytotoxicity control for CF NF-kB inhibitor project, cell-based, uHTS, fluorescence assay plates; KKLEB CF airway cells viability, ATPlite luminescence, overnight; active compounds read low; cells stimulated with P. aeruginosa culture filtrate; activity change (cytotoxicity), % at 5 µM; 360,000 compounds, 0.36% hits;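 active means corrected activity change at or below -50% at 5 µM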
NR5A2 inv ag = LRH-1 (NR5A2) inverse agonists, primary screen, cell-based, luminescence, HEK293T, StAR-luciferase reporter; Nuclear receptor subfamily 5 group A member 2 (Homo sapiens), O00482; LRH-1 transfected, 24 h; inhibition, % at 3.6 µM; 360,000 compounds, 0.13% hits;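 active means inhibition above the mean inhibition of all tested compounds plus 3 SD, cut at about 73% in these data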;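 further: 0% = DMSO wells and 100% = reporter-only cells lacking LRH-1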
Target sequence (O00482 whole entry, looked up): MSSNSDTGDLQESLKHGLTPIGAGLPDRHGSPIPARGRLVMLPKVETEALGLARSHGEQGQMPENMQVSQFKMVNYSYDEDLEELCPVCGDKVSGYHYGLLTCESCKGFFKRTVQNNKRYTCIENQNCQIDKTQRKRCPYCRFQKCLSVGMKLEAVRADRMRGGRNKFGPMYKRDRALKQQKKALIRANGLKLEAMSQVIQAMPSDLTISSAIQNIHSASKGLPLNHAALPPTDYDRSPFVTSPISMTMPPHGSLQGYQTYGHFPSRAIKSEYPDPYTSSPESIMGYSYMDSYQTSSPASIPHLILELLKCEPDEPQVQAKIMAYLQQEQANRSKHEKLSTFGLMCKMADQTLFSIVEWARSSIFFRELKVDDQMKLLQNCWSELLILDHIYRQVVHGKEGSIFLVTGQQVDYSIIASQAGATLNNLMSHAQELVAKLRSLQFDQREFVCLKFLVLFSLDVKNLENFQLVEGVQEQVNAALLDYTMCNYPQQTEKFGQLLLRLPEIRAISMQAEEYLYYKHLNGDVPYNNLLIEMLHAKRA
NCOA1 inh = SRC1 coactivator transcriptional activity inhibitors, primary screen, cell-based, luminescence. inhibition, % at 3.6 µM. Nuclear receptor coactivator 1 (Homo sapiens), Q15788. HEK293 GAL4-SRC1 luciferase reporter. 360,000 compounds, 0.12% hits;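 active means inhibition above the campaign mean plus 3 SD, with each screening campaign given its own cutoff, cut at about 60% in these data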;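 further: 0% = DMSO treated cells and 100% = gossypol at 36 µM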
NCOA2 inhibitor = inhibition of GAL4-SRC2 driven luciferase reporter, primary screen, SRC2 inhibitor project, cell-based, luminescence; Nuclear receptor coactivator 2 (Homo sapiens), Q15596; HEK293 GAL4-SRC2 luciferase reporter; inhibition, % at 9 µM; 370,000 compounds, 0.17% hits; AID 651957, 2012;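 active means inhibition above the mean inhibition of all tested compounds plus 3 SD, set per campaign, cut at about 52% in these data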;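 further: 0% = DMSO treated cells and 100% = cells given Gossypol at 36 µM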
COUP-TFII inh = NR2F2 transcriptional activity inhibitors, primary screen, cell-based, luciferase reporter, HEK293T, luminescence | COUP transcription factor 2 (Homo sapiens), P24468 | HEK293T NGFI-A luciferase reporter | inhibition, % at 8.6 µM | 370,000 compounds, 0.7% hits;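 active means inhibition above a per-plate cutoff, mean inhibition of test wells between control levels plus 3 SD, cut at about 38% in these data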;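 further: cells cotransfected with COUP-TFII expression vector driving the NGFI-A reporter; 0% = median of COUP-TF2 test wells and 100% = reporter-only cells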
Target sequence (P24468 whole entry, looked up): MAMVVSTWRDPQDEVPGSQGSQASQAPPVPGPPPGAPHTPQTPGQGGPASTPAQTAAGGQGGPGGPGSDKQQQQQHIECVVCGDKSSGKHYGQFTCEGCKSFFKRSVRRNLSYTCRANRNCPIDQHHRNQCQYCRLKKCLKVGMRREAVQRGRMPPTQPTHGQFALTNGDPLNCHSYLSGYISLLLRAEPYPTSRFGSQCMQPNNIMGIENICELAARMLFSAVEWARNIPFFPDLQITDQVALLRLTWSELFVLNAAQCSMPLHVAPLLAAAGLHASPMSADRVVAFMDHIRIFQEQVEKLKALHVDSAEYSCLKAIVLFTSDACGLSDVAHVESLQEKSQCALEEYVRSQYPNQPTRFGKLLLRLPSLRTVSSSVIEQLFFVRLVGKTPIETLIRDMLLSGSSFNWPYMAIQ
TWEAK-Fn14 inh = inhibitors of TWEAK-Fn14 signaling, primary screen, luciferase reporter cells, uHTS; inhibition, % at 10 µM; TWEAK-stimulated Fn14 reporter cells, luciferase luminescence, 8 h; AID 1159606, 2016; 360,000 compounds, 2% hits; in the data active means inhibition above about 50%
TRAIL sens C8 = viability loss with TRAIL in NB7+C8 cells, primary screen, TRAIL sensitizer project, cell-based, ATPlite luminescence; 360,000 compounds, 1% hits; inhibition (viability loss, TRAIL sensitization), % at 10 µM;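 active means compounds causing at least 50% loss of cell viability in the single-dose screen, relative to plate controls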
NCOA3 inh = SRC3 coactivator transcriptional activity inhibitors, primary screen, cell-based, luminescence; HEK293 GAL4-SRC3 luciferase reporter; AID 588352, 2011; inhibition, % at 3.6 µM; Nuclear receptor coactivator 3 (Homo sapiens), Q9Y6Q9; 360,000 compounds, 0.17% hits;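 active means inhibition above a per-campaign cutoff, the mean of all compounds plus 3 SD, cut at about 60% in these data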;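 further: 0% = DMSO-treated cells and 100% = gossypol-treated cells at 36 µM; higher means less SRC3-driven luciferase light from the GAL4 reporter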
TROY NFkB inh = inhibitors of TROY-driven NF-kB signaling, primary screen, Q293 LMP1-TROYcd cells, NF-kB luciferase, uHTS; Q293 LMP1-TROYcd NF-kB luciferase reporter, 4 h; inhibition, % at 10 µM; 360,000 compounds, 0.98% hits;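 active means compounds whose plate-normalised and pattern-corrected inhibition of the luciferase reporter signal at the single screening dose is 50% or more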
EBV LMP1 NFkB = EBV LMP1-driven NF-kappaB luciferase reporter inhibitors, primary screen, cell-based, luminescence, single point; LMP1-induced NF-kappaB luciferase reporter cells; AID 504558, 2011; inhibition, % at 12.5 µM; 350,000 compounds, 0.69% hits; in the data active means inhibition above about 41%;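 further: 0% = neutral control wells and 100% = reference inhibitor control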
Numbers without * were called inactive; x = no result given; & = joins results of further samples.

SMILES	CF NFkB block	KKLEB tox	NR5A2 inv ag	NCOA1 inh	NCOA2 inhibitor	COUP-TFII inh	TWEAK-Fn14 inh	TRAIL sens C8	NCOA3 inh	TROY NFkB inh	EBV LMP1 NFkB
CN1CCN(CCCNC(=O)c2ccc3c(Cl)c4c(nc3c2)CCCC4)CC1	1	3	-8	-1	-12	3	-18	0	15	-4	-22
COc1ccc(CNC[C@H]2O[C@@H](n3ccc(=O)[nH]c3=O)[C@H](O)[C@@H]2O)cc1OC	-8	3	-9	9	10	-5	-2	2	14	-12	-9
Cc1ccccc1C(=O)Nc1ccc(S(=O)(=O)N2CCCC2)cc1	0	4	-9	-10	-13	-7	7	15	-1	-4	-2
COc1ccc(C(C(=O)NC2CCCC2)N(C(=O)c2ccco2)c2ccccc2OC)cc1 (stereo not drawn)	10	-8	2	3	-11	-9	5	-12	-1	7	-5
COc1ccc(C2=NOC(C(=O)NCc3ccccn3)C2)cc1 (stereo not drawn)	-3	6	-5	-20	-13	-3	-1	-18	-6	-6	-10
CC(=O)NC(Cc1ccccc1F)C(=O)NC1CCN(c2ncccc2[N+](=O)[O-])CC1 (stereo not drawn)	-19	-2	4	-13	16	5	-4	-4	5	11	11
Cc1cc(CN(C)C(=O)c2ccc3nc(Cc4ccccc4F)oc3c2)n[nH]1	-11	-12	3	-9	5	5	-7	-5	2	-10	-1
CCN(CC(=O)Nc1ccc(Br)cc1)CC(=O)Nc1cc(C)on1	-14	5	22	-22	7	-17	-8	2	6	0	-8
CCOC(=O)c1cnc2c(-c3ccccc3OC)c(C)nn2c1C	-4	4	-13	-9	22	-14	-4	2	8	11	-3
O=C(Nc1ccccc1)c1ccc(NCC2CCCO2)c(S(=O)(=O)N2CCOCC2)c1 (stereo not drawn)	-1	-3	-4	-14	-30	1	-14	14	1	-4	11
COc1ccc2[nH]c(=O)c3c(c2c1)OC(C)(C)C=C3	86*	-7	20	47	63*	44*	-5	0	44	-5	23
CC(=O)c1cccc2c1OC(C)C(=O)N2Cc1ccc(Cl)cc1 (stereo not drawn)	-10	-19	0	12	2	3	15	1	4	8	x
COc1ccc(CNC(=O)C[C@H]2C[C@H](C(=O)N3CCOCC3)[C@@]3(C)c4[nH]c5ccc(Cl)cc5c4CCN3C2=O)cc1OC	-1	18	-23	-13	-12	4	8	-3	-23	-1	2
N#C/C(=C\Nc1ccc(Cl)cn1)S(=O)(=O)c1ccccn1	5	-2	-16	-2	9	23	1	8	-2	3	-11
CCCCCOC(=O)c1ccc(OC(=O)c2cncc(Br)c2)cc1	26	-14	-5	-56	-51	2	-19	18	9	-63	6
CC[C@]12c3[nH]c4ccccc4c3CCN1C(=O)C(CC(=O)NCCC1=CCCCC1)C[C@@H]2C(=O)N1CCN(C(=O)c2ccco2)CC1 (stereo partly drawn)	16	-3	16	13	2	11	9	6	2	-3	-2
Cn1c(=O)c([N+](=O)[O-])c(NCCCn2ccnc2)c2ccccc21	3	5	-1	16	14	-16	7	-7	0	2	-11
C/C(=N/NC(=O)CNc1ccc(C)cc1)c1ccc(Cl)cc1	6	1	-8	-22	-16	-2	-5	-24	-16	-19	-11
CC1CCCCC12NC(=O)N(CC(=O)N(C)Cc1nc3ccccc3c(=O)[nH]1)C2=O (stereo not drawn)	-27	-21	-6	-3	-70	-15	-3	-8	10	2	-4
Cc1nn(C)c(C)c1CNC(=O)c1cc2n(n1)C(C(F)(F)F)CC(c1cccs1)N2 (stereo not drawn)	7	7	21	14	3	10	-7	-12	-5	16	-11
Cc1ccc(S(=O)(=O)Nn2cnnc2)cc1	14	5	6	7	-24	-3	7	-1	18	14	0
Cc1ccc(CNC(=O)CCS(=O)(=O)c2ccc(C)cc2)cc1	6	1	-3	1	-4	-3	-3	0	5	9	-5
COc1ccc(C(=O)NNC(=O)C(=O)N2CCCCC2)cc1OC	-8	6	-20	28	-42	-9	2	-16	-23	12	4
O=C(COC(=O)COc1ccc(Cl)cc1)NCCNC(=O)COC(=O)COc1ccc(Cl)cc1	3	10	2	-1	-6	-2	9	-16	-1	5	-2
CCOc1ccc(S(=O)(=O)c2c(C(=O)c3ccc(C)cc3)cnc3cc4c(cc23)OCCO4)cc1	33	-28	-15	-5	14	-1	20	8	6	-4	7
C#CCOc1nc(Nc2cccc([N+](=O)[O-])c2)nc(OCC#C)n1	-62	10	12	1	-14	15	-6	4	8	0	-21
CN(C)S(=O)(=O)c1ccc(Cl)c(NC(=O)COC(=O)c2ccc(O)cc2)c1	3	-2	-6	-11	-16	6	-5	-9	7	4	4
CCN1CCC(O)(C(C(=O)O)c2ccccc2)CC1 (stereo not drawn)	-2	0	14	-17	1	-6	3	4	-8	-10	0
Cc1cc(N2C(=O)C3CC=CC(C)C3C2=O)no1 (stereo not drawn)	1	7	8	-10	-22	16	0	-4	-15	0	-5
CCOc1cc(/C=C(\C#N)C(=O)Nc2cccc(C(=O)O)c2)ccc1OCc1ccccc1Cl	6	8	-16	-15	-5	5	28	-9	1	10	-2
CCOc1ccc(/C=N/NC(=O)CNC(=O)c2ccc(S(=O)(=O)N3CCOCC3)cc2)cc1	7	-2	7	5	2	0	-6	-1	21	-11	0
Cc1c(C(=O)Nc2ccc3c(c2)OCCO3)sc2ncnc(N3CCCCC3C)c12 (stereo not drawn)	41	-20	-7	-11	-8	9	53*	40	-22	47	x
Cc1ccc(CNC(=O)c2ccc(-n3cccc3)cc2)cc1	8	0	-9	-8	-17	-7	7	1	-1	0	5
Fc1ccc2[nH]c3c(NCCN4CCOCC4)ncnc3c2c1	-11	6	26	9	x	x	0	15	1	7	11
O=C(c1ccncc1)N(c1ccc(N2CCOCC2)cc1)C(c1ccccc1)c1nc2ccccc2[nH]1 (stereo not drawn)	-28	-5	-147	-76	-35	-26	13	2	-98	0	x
CC(=O)OC(C(=O)NC1CCCCC1)c1ccc(Cl)c(Cl)c1 (stereo not drawn)	4	5	12	8	-6	-9	5	5	6	-6	-1
Cc1ccc(C)c(NC(=S)NNC(=O)c2ccc(Br)o2)c1	7	2	-31	-8	-14	-17	5	7	-6	-34	0
CC(=O)c1c(C)nc(-c2ccccc2)nc1N	-6	5	-46	-27	-33	-11	-14	0	-37	-15	2
Cc1cc(C)c(NC(=O)CN2CCN3CCCC3C2)c(C)c1 (stereo not drawn)	-8&-4	14&-2	7&6	2&14	11&-2	-7&9	-4&-2	-6&-6	18&15	13&5	-3&-4
CCN(CC)C(=O)CSC1=C(C#N)C(c2cccs2)C=C(C)N1 (stereo not drawn)	13	-13	-2	-19	-4	-2	9	7	3	-4	-2
O=C1CSC(c2cccc(F)c2)N1c1ccccc1F (stereo not drawn)	-6	9	6	4	-30	-2	-4	15	-7	-8	5
C=CCOc1ccc2c(c1)CCC1C2CCC2(C)C(O)C(O)CC12 (stereo not drawn)	-25	-13	-52	-45	-59	-26	-22	-1	-22	-37	-23
Cc1cc(C)c(S(=O)(=O)Nc2cccnc2)c(C)c1	4	-1	3	-67	-3	-6	0	-2	4	-7	-7
Cn1c2c(c(=O)n(C)c1=O)C(CC(=O)Nc1ccc(F)cc1)C(=O)N2 (stereo not drawn)	-1	4	-20	1	-13	-11	15	-5	12	15	-13
Cc1nn(C2CCS(=O)(=O)C2)c2nc(C3CC3)cc(C(=O)Nc3cccc(C#N)c3)c12 (stereo not drawn)	10	-4	24	-1	-19	-11	-8	0	5	2	-3
CCCCN(C)C1=CC2=CC(=C(C#N)C#N)CCC2CC1 (stereo not drawn)	-266	-11	22	11	-3	7	23	7	13	4	-6
CCOc1ccc2nc(NC(=O)C(NS(=O)(=O)c3cccc4nsnc34)C(C)C)sc2c1 (stereo not drawn)	-3	8	2	3	0	9	27	-1	0	-5	-12
Cc1nn(CC#N)c(=O)n1-c1ccccc1	1	1	-14	-34	-2	-6	-7	-17	-3	2	-7
COc1cccc(-n2cnc3scc(-c4cccs4)c3c2=O)c1	24	-18	-23	-8	20	2	29	-22	16	-2	1
CCCC[C@@H]1CN=C(N)N1CC(C)(C)C	-1	3	-1	-9	-3	0	8	1	-3	2	7

Some of the entries so far, with two lines to a compound:
Under each structure – CF NFkB block, KKLEB tox, NR5A2 inv ag, NCOA1 inh, NCOA2 inhibitor, COUP-TFII inh, TWEAK-Fn14 inh, TRAIL sens C8, NCOA3 inh, TROY NFkB inh, EBV LMP1 NFkB
- Cn1c2c(c(=O)n(C)c1=O)C(CC(=O)Nc1ccc(F)cc1)C(=O)N2 (stereo not drawn)
 : -1, 4, -20, 1, -13, -11, 15, -5, 12, 15, -13
- Cc1nn(C2CCS(=O)(=O)C2)c2nc(C3CC3)cc(C(=O)Nc3cccc(C#N)c3)c12 (stereo not drawn)
 : 10, -4, 24, -1, -19, -11, -8, 0, 5, 2, -3

Next section.
SMILES	CF NFkB block	KKLEB tox	NR5A2 inv ag	NCOA1 inh	NCOA2 inhibitor	COUP-TFII inh	TWEAK-Fn14 inh	TRAIL sens C8	NCOA3 inh	TROY NFkB inh	EBV LMP1 NFkB
COc1ccc(CCN2C(=O)c3[nH]nc(-c4ccccc4O)c3C2c2ccc(C)cc2)cc1OC (stereo not drawn)	-2	-1	21	-22	-12	12	12	4	5	23	-4
CCCS(=O)(=O)c1nc(S(=O)(=O)c2ccc(C)cc2)c(NCc2ccco2)s1	8	7	8	5	7	0	-8	-12	-6	12	-13
N#CCCN1CCC(NC(=O)OCc2ccccc2)CCC1=O (stereo not drawn)	-10	10	-2	-5	-16	-10	2	-13	7	-1	5
COc1nc(-c2ccccc2)ccc1-c1noc(COc2ccccc2)n1	-5	4	-13	-36	-21	-4	-11	3	-5	-24	11
N#CCCn1cc(C(=O)CN2C(=O)NC3(CCc4ccccc43)C2=O)c2ccccc21 (stereo not drawn)	-23	-6	9	-4	-4	-1	2	-1	-3	5	-8
Cc1ccc(SCC(=O)c2ccc[nH]2)cc1	-20	6	-60	-42	-29	-44	-19	-5	-60	-25	-25
CC(=O)c1cccc(NC(=O)C(OC(=O)/C=C/c2ccc3c(c2)OCO3)c2ccccc2)c1 (stereo not drawn)	3	-15	-12	1	24	0	-17	-9	7	10	-4
Cc1c(Cl)cccc1NC(=O)Nc1cccnc1	8	0	-6	-15	-6	-1	1	-6	-1	18	-4
CC(=O)Nc1ccc(NC(=O)CSc2nncn2C)cc1	-11	7	-7	1	-2	11	4	-13	-8	4	6
CNc1ccc(N=Nc2cccc3ncccc23)cc1	18	10	0	-18	42	-7	23	21	-5	-20	22
N#Cc1ccccc1S(=O)(=O)N1CCN(C(=O)C2CCCCC2)CC1	-4	-16	-6	3	2	6	-8	1	17	-20	-4
